# MrgX1 antag – human MrgX1 receptor antagonism, primary screen; MRGX1-HEK293 calcium flux, Fluo-4, BAM8-22 antagonism; stronger effect = lower value; B-score at 10 µM; 310,000 tested, 1.3% active;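 active = calcium-response B-score plate-corrected more than 3 library SD below zero, starting fluorescence within 5 deviations, no agonist response on first addition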;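 note: peak minus trough fluorescence over baseline after final BAM8-22 challenge near maximal dose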
# TRPC4 PAM – allosterically enhances the mouse TRPC4 cation channel; 310,000 tested, 0.42% active; B-score at 10 µM; HEK293 TRPC4beta/mu-opioid, DAMGO EC20, Fluo-4 Ca2+ flux; stronger effect = higher value; Q9QUQ5;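 active = B-score of calcium response area above 5 SD of library B-scores, with initial fluorescence ratio within 5 SD of library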;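 note: B-score of integrated fluorescence ratio over time as area under calcium response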
# TRPC6 inhibitor – inhibitors of mouse TRPC6 channel; Q61143; HEK293-TRPC6, membrane potential dye, ACh-evoked depolarization; stronger effect = lower value; B-score at 10 µM; 310,000 tested, 1.1% active; AID 2553;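 active = B-score under library mean minus 3 SD, initial fluorescence not abnormally high, positive integrated signal ratio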;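 note: B-score derived from integrated fluorescence ratio over the kinetic read; more negative B-score means stronger inhibition of depolarization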
# MrgX1 ag – activates human MrgX1 receptor signaling | MrgX1-HEK293 cells, Fluo-4 calcium fluorescence, agonist mode; stronger effect = higher value | B-score at 10 µM | 310,000 tested, 0.44% active | Q96LB2;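 active = calcium response B-score plate-corrected fluorescence ratio at least 3 library SD, with starting fluorescence B-score inside 5 SD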
#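 Material – MrgX1-expressing HEK293 cells · Input – 15,000 cells seeded per well · Dosing – compound as first of three additions · Times – overnight seeding, then 1 h dark dye loading · Measured by – kinetic Fluo-4 NW fluorescence of intracellular calcium · Read-out – B-scored fluorescence response ratio · Benchmarks – positive and negative control wells on each plate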
# TRPC4 block – inhibitors of mouse TRPC4 channel. HEK293 TRPC4beta/mu-opioid, DAMGO-evoked Fluo4 calcium flux; stronger effect = lower value. B-score at 10 µM. AID 2247. 300,000 tested, 0.39% active;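 active = B-score over 3 SD under the library average, no early fluorescence shift, positive overall ratio signal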
#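 Assay system: TRPC4beta/mu-opioid receptor HEK293 cell line; compound dosing: single concentration per test compound; detection: Fluo4 Ca2+ flux fluorescence; evaluation: per-well B score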
# ANO1 block – inhibitors of mouse TMEM16A calcium-activated chloride channel; Q8BHY3; HEK293 TMEM16A/YFP iodide influx fluorescence, ionomycin; normalized B-score (activity score, 25-100; higher = stronger inhibition) at 10 µM; 310,000 tested, 1.2% active; AID 588511;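 active = ratio plate-corrected score three or more library SD toward inhibition, starting fluorescence score within five deviations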;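 note: score derived from kinetic fluorescence span divided by baseline fluorescence per well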
# Target sequence (Q8BHY3 whole entry, looked up): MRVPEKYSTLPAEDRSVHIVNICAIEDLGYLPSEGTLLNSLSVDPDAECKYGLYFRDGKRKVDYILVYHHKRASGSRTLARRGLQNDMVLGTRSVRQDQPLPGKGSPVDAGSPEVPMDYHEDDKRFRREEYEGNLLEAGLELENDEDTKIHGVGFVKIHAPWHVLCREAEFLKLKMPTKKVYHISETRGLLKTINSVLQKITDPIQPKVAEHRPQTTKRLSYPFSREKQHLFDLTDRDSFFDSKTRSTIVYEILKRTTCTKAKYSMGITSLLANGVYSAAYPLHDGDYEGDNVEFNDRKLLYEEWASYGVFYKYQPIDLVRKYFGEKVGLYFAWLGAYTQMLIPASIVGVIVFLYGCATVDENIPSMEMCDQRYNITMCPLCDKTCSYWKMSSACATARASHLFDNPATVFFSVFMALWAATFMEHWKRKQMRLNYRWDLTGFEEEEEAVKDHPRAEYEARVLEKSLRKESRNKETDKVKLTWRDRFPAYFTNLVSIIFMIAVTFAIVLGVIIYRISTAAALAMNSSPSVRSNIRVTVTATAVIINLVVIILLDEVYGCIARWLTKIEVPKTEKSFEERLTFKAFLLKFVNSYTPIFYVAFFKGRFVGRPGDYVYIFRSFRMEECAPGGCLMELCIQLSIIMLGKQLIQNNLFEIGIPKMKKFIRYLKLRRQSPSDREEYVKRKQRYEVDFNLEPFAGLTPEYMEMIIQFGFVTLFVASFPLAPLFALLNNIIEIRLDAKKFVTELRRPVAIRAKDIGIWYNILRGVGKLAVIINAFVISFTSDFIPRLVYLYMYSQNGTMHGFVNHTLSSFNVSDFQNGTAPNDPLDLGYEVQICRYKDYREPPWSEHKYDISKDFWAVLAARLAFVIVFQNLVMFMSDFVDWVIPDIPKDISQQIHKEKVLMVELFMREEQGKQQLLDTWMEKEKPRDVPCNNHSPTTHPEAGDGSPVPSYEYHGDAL
# TRPC4 act – opens the mouse TRPC4 cation channel; Q9QUQ5; 310,000 tested, 0.49% active; B-score at 10 µM; HEK293 TRPC4beta/mu-opioid, Fluo4 calcium fluorescence; stronger effect = higher value;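 active = B-score above 5 SD of library B-scores, and initial fluorescence ratio not above library mean plus 5 SD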;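 note: positive B-score marks a calcium rise read as TRPC4 activation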
#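 Assay system: HEK293 stable line with TRPC4beta plus mu-opioid receptor. Times: dye 45 min RT, read 110 s. Measured by: kinetic Fluo4 calcium fluorescence. Measure: B score of integrated ratio. Controls: assay buffer as low control, maximal DAMGO as high control.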
# TMEM16A act – activators or potentiators of mouse TMEM16A chloride channel. HEK293 TMEM16A/YFP-H148Q/I152L, iodide quench fluorescence; stronger effect = lower value. B-score at 10 µM. 340,000 tested, 0.3% active;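 active = fluorescence-ratio B-score plate-corrected deviation score at least 3 library SD below zero, with starting fluorescence score within 5 deviations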;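 note: channel opened by trigger with iodide after compound preincubation; score built on the fluorescence ratio of max minus min over baseline; more negative score means more quench and so TMEM16A activation or potentiation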
# MrgX1 allo act – human MrgX1 positive allosteric modulation, primary screen; Q96LB2; MrgX1-HEK293, Fluo-4 calcium flux, FDSS; stronger effect = higher value; B-score at 10 µM; 310,000 tested, 0.63% active; AID 588675;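 active = plate-corrected calcium response at least 3 library SD above typical, normal starting fluorescence, not activating the receptor alone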;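 note: compound read alongside a low EC10 to EC30 dose of BAM8-22 agonist; peak minus trough fluorescence over baseline measured at the second addition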
# RGS4 block – inhibitors of human RGS4. B-score at 10 µM. AID 463165. 310,000 tested, 0.45% active. HEK293 M3R/RGS4 inducible, Fluo-4 calcium flux; stronger effect = higher value; triggered by carbachol at its EC20;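 active = B-score, a plate-corrected calcium signal, over three deviations above library mean, with baseline fluorescence within five deviations of library mean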;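 note: RGS4 expression induced by doxycycline in cells with stable M3 receptor; B-score is computed from the integrated fluorescence ratio over baseline after carbachol; higher B-score means a larger calcium signal and so more RGS4 inhibition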
# TRPC6 act – activators of mouse TRPC6 channel; HEK293-TRPC6 membrane potential dye fluorescence; stronger effect = higher value; B-score at 10 µM; 310,000 tested, 0.13% active;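 active = B-score of the integrated fluorescence ratio above library mean plus 3 SD, and starting fluorescence ratio within library mean plus 5 SD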;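 note: higher score means more depolarization so channel activation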
# Numbers without * were called inactive; i = inactive; x = no result given.
SMILES,MrgX1 antag,TRPC4 PAM,TRPC6 inhibitor,MrgX1 ag,TRPC4 block,ANO1 block,TRPC4 act,TMEM16A act,MrgX1 allo act,RGS4 block,TRPC6 act
CCOCCCn1c(=NC(=O)c2ccc(OC)c(OC)c2)c(C#N)cc2c(=O)n3cccc(C)c3nc21,i,i,i,i,i,i,i,x,i,i,i
Cc1ccc(NC(=O)/C(C#N)=C/c2ccc(C)s2)c(C)c1,-4.7*,i,i,i,i,i,i,i,i,i,i
COC(=O)C1C(=O)c2c([nH]c(C(=O)OCCSC)c2C)CC1C (configuration not stated),i,i,i,i,i,i,i,i,i,i,i
O=C(COC(=O)CCNS(=O)(=O)c1ccccc1)NNC(=O)c1ccccc1,i,i,i,i,i,i,i,i,i,i,i
Cc1cc(C)cc(-n2nnc(C(=O)NCc3ccco3)c2N)c1,i,i,i,i,i,i,i,i,i,i,i
Cc1c(NC(=O)c2ccc(Cl)nc2)cccc1-c1nc2cccnc2s1,i,i,i,i,i,i,i,i,i,i,i
COc1cccc(-c2nnc(-c3ccc(C(F)(F)F)cc3)o2)c1,i,i,i,i,i,i,i,i,i,i,i
CC(Sc1nnc(COc2ccc([N+](=O)[O-])cc2)n1-c1ccccc1)C(=O)O (configuration not stated),i,i,i,i,i,i,i,i,i,i,i
CCC(Sc1ccc2nnc(-c3ccc(F)cc3)n2n1)C(=O)OC (configuration not stated),i,i,i,i,i,i,i,i,i,i,i
CCN(CC)CCNC(=O)c1cn(C)c2ccc(S(=O)(=O)N(C)C3CCCCC3)cc2c1=O,i,i,i,i,i,i,i,i,i,i,i
Clc1cccc(-c2ccc(CNCCCN3CCOCC3)o2)c1,i,i,i,i,i,i,i,i,i,i,i
Cc1ccc(COc2ccc3c(c2)OCO3)cc1,i,i,i,i,i,i,i,i,i,i,i
CCc1nnc(NC(=O)CSc2nnc(CNc3ccc(C)cc3)n2C)s1,i,i,i,i,i,i,i,i,i,i,i
COCCNC(=S)N/N=C(\C)c1ccc(O)cc1,i,i,i,i,i,i,i,i,i,i,i
COc1cccc([C@@H]2CC=C(C(=O)O)[C@H](c3ccccc3F)N2S(=O)(=O)c2ccc(C)cc2)c1,i,x,x,i,x,i,x,i,8.35*,x,x
O=C(CCC1CCCN(Cc2cccc3c2OCO3)C1)NCc1ccc(F)c(F)c1 (configuration not stated),i,i,i,i,i,i,i,i,i,i,i
Cc1nnc(SCC(=O)N2CCCCC2)s1,i,i,i,i,i,i,i,i,i,i,i
O=C(N/N=C/c1cccc(Br)c1)c1ccc(N2CCCC2=O)cc1,i,i,i,i,i,i,i,i,i,i,i
Cc1ccc(S(=O)(=O)N(C)C)cc1NC(=O)COC(=O)C1COc2ccccc2O1 (configuration not stated),i,i,i,i,i,i,i,i,i,i,i
O=C(c1cccnc1)N1c2ccccc2Sc2ccccc21,i,i,i,i,i,i,i,i,i,i,i
O=c1c2ccccc2nc(SCc2ccc([N+](=O)[O-])cc2)n1CCCO,i,i,-5.46*,i,-6*,i,i,i,i,i,i
Cn1c(SCC(=O)N2CCc3ccccc32)nnc1C1CC1,i,i,i,i,i,i,i,i,i,i,i
O=C(c1cc(-c2ccccc2)on1)N1CCCCCC1,i,i,i,i,i,i,i,i,i,i,i
CN(C(=O)c1ccc2c(c1)OCO2)C1(C)CCS(=O)(=O)C1 (configuration not stated),i,i,i,i,i,i,i,i,i,i,i
CN(Cc1cc2ccccc2[nH]c1=O)S(C)(=O)=O,i,i,i,i,i,i,i,i,i,i,i
COc1ccc(Cc2nnc(NC(=O)C(C)C)s2)cc1,i,i,i,i,i,i,i,i,i,i,i
CC1Sc2ccc(S(=O)(=O)N3CCC(C(=O)N4CCN(C)CC4)CC3)cc2NC1=O (configuration not stated),i,i,i,i,i,i,i,i,i,i,i
CC(Cl)C(=O)N1c2ccccc2CCc2ccccc21 (configuration not stated),i,i,i,i,i,i,i,i,i,i,i
O=C(NC1CCCc2ccccc21)c1ccccc1 (configuration not stated),i,i,i,i,i,i,i,i,i,i,i
Cc1nnc(CN(C)C(=O)c2cc(COc3ccc(F)cc3Cl)on2)o1,i,i,i,i,i,i,i,i,i,i,i
Cc1cc(C)c2nc(Cl)c(Cl)nc2c1,i,i,i,i,i,i,i,i,i,i,i
COc1ccc(-n2c(SC)nc(O)cc2=O)cc1,i,i,i,i,i,i,i,i,i,i,i
COc1ccc(NC(=O)C2CCCN2C(=O)NC2CCCCC2)cc1 (configuration not stated),i,i,i,i,i,i,i,i,i,i,i
CCN(CC)C(=O)CN1CCC(c2nc3cc(C)c(C)cc3[nH]2)CC1,i,i,i,i,i,i,i,i,i,i,i
Cc1ccccc1CN(C)Cc1cc(=O)oc2c(C)c(C)ccc12,i,i,i,i,i,i,i,i,i,i,i
NC(=O)CSc1nnc(-c2ccco2)n1N,i,i,i,i,i,i,i,i,i,i,i
COc1cc(NS(=O)(=O)c2ccc(NC(=O)CSC3=NCCS3)cc2)nc(OC)n1,i,i,i,i,i,i,i,x,i,i,i
C=CCn1c(=O)c2ccccc2n2c(SCc3nc4ccccc4s3)nnc12,i,i,i,i,i,i,i,i,i,i,i
COc1ccc(/C=C2\C(=O)NCC(=O)N2Cc2ccccc2)cc1,i,i,i,i,i,i,i,i,i,i,i
COc1ccccc1CNc1cc(C)ccn1,i,i,i,i,i,i,i,i,i,i,i
CCOC(=O)Nc1ccc(C)cc1C,i,i,i,i,i,i,i,i,i,i,i
Cc1cc(C)c(S(=O)(=O)Nc2c(C)n(C)n(-c3ccccc3)c2=O)cc1[N+](=O)[O-],i,i,i,i,i,i,i,i,i,i,i
CNC(=O)Cn1c(=O)n(C)c2ccccc21,i,i,i,i,i,i,i,i,i,i,i
Cc1ccccc1C(=O)NC1CCSC1=O (configuration not stated),i,i,i,i,i,i,i,i,i,i,i
Cc1ccc(SCc2noc(C(=O)NC(C)C)c2C(=O)O)cc1C,i,i,i,i,i,i,i,i,i,i,i
Cc1scc(C(=O)N/N=C/c2ccco2)c1C,i,i,i,i,i,i,i,i,i,i,i
CC(=O)C1=C(C)Nc2ncnn2C1c1cccc(O)c1 (configuration not stated),i,i,i,i,i,i,i,i,i,i,i
O=c1c(-c2ccc3c(c2)OCCO3)coc2c(CN3CCOCC3)c(O)ccc12,i,i,i,i,i,i,i,i,i,i,i
CC(C)=CCc1c(C)nc2ccccc2c1C(=O)O,i,i,i,i,i,i,i,i,11.4*,i,i
O=C(NCCc1ccccc1)C1CCN(c2ncccn2)CC1,i,i,i,i,i,i,i,i,i,i,i
O=C(Nc1nccs1)NC1CCCCC1,i,i,i,i,i,i,i,i,i,i,i
Cc1ccc(OCCN2C(=O)c3ccccc3C2=O)c([N+](=O)[O-])c1,i,i,i,i,i,i,i,i,i,i,i
CCC(CC)C(=O)NCCc1cc2ccc(C)cc2[nH]c1=O,i,i,i,i,i,i,i,i,i,i,i
CC(C)[C@H](NC(=O)N1CCn2c1nc1ccccc12)C(=O)NCc1ccccc1Cl,i,i,i,i,i,i,i,i,i,i,i
COCCn1c(CN2CCN(C(=O)c3ccco3)CC2)nc2c1c(=O)n(C)c(=O)n2C,i,i,i,i,i,i,i,i,i,i,i
CCOc1ccc(C2C(C(=O)OC)=CN(C(C)c3ccccc3)C=C2C(=O)OC)cc1 (configuration not stated),i,i,i,i,i,i,i,i,i,i,i
CCNC(=S)N(Cc1cc2cc(C)cc(C)c2[nH]c1=O)C1CCCC1,i,i,i,i,i,i,i,i,i,i,i
C1CCc2nnc(C3CC3)n2CC1,i,i,i,i,i,i,i,i,i,i,i
CCC1CCCCN1CCCNC(=O)CN1C(=O)COc2ccc(S(=O)(=O)N3CCC(C)CC3)cc21 (configuration not stated),i,i,i,i,i,i,i,i,i,i,i
C=CC(=O)Nc1ccc(Br)cc1,i,i,i,i,i,i,i,i,i,i,i

# More entries follow:
SMILES,MrgX1 antag,TRPC4 PAM,TRPC6 inhibitor,MrgX1 ag,TRPC4 block,ANO1 block,TRPC4 act,TMEM16A act,MrgX1 allo act,RGS4 block,TRPC6 act
O=C(c1ccco1)n1nc(-c2ccccc2)nc1NCc1ccco1,i,i,i,i,i,i,i,i,i,i,i
Cc1cc(SCC(=O)c2cccs2)nc2ccccc12,i,i,i,i,i,i,i,i,i,i,i
CN(C)N=Nc1ccc(-c2cn(Cc3ccccc3)cn2)cc1,i,i,i,i,i,i,i,i,i,i,i
CN(CCNC(=O)Cn1c(=O)sc2ccccc21)Cc1ccccc1,i,i,i,i,i,i,i,i,i,i,i
Cc1cc(C)c(C#N)c(=N)o1,i,i,i,i,i,i,i,i,i,i,i
CCOc1ccc2c(c1)S/C(=C\c1cccs1)C(=O)N2,i,i,i,i,i,i,i,i,i,i,i
O=C(Nc1cccc(-c2cccc(F)c2)c1)C1CCN(Cc2ccc(CO)o2)CC1,i,i,i,i,i,i,i,i,i,i,i
Cc1cc(N2CCN(c3ccccc3)CC2)nc(-c2ccccc2)n1,i,i,i,i,i,i,i,i,i,i,i
CCOc1ccccc1/C=N\Nc1cnn(Cc2ccccc2)c(=O)c1Cl,i,i,i,i,i,i,i,i,i,i,i
Cc1cc(C(=O)O)ccc1N/C=C1\CCCC(C)C1=O (configuration not stated),i,i,i,i,i,i,i,i,i,i,i
O=C(Nc1nnc(C2=COCCO2)o1)c1ccc(Cl)cc1,i,i,i,i,i,i,i,i,i,i,i
Cc1ccc(SCCC(=O)NC(C(C)C)C(C)C)cc1,i,i,i,i,i,i,i,i,i,i,i
Cc1ccc(C2=NS(=O)(=O)N(C)C(C(=O)N(C)C3CCCCC3)=C2)cc1,i,i,i,i,i,i,i,i,i,i,i
CCOC(=O)c1cccc(S(=O)(=O)N(CCO)Cc2cc3cc(OC)c(OC)cc3[nH]c2=O)c1,i,i,i,i,i,i,i,i,i,i,i

# An excerpt from above, reduced to TRPC6 act, TRPC4 PAM and ANO1 block:
molecule,TRPC6 act,TRPC4 PAM,ANO1 block
Cc1ccc(C2=NS(=O)(=O)N(C)C(C(=O)N(C)C3CCCCC3)=C2)cc1,i,i,i
Cc1ccc(SCCC(=O)NC(C(C)C)C(C)C)cc1,i,i,i

# Bioassay records deposited in PubChem BioAssay by Johns Hopkins Ion Channel Center.
